FadD28 binding: inhibitors of FadD28 bisubstrate probe binding, primary screen, biochemical, fluorescence polarization, single point | Mycobacterium tuberculosis FadD28 fatty-acid-AMP ligase | inhibition, % at 12.5 µM | hit rate 0.22% among 360,000; in the data active = inhibition above about 8.5%, passing the limit was not always enough
Yp Topo-I inh: Yersinia pestis topoisomerase I inhibitors, primary screen, biochemical, cleavage product accumulation, plate reader, single point | hit rate 0.064% among 360,000 | Y. pestis Topo-I cleavage product accumulation | activity, % at 10 µM; in the data active = activity above about 50%, passing the limit was not always enough; also: inactives centre near 2
GDH-TPI inh: GDH-TPI coupling enzyme inhibitors, primary screen, artefact control for M. tuberculosis FBA inhibitor project, biochemical, absorbance, full deck | GDH-TPI coupled enzyme counterscreen, NADH absorbance | inhibition, % at 4.8 µM | hit rate 1.2% among 360,000 | AID 588335, 2011; in the data active = inhibition above about 30%;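 also: 0% = DMSO wells and 100% = wells lacking the enzyme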
Mtb BioA inh: M. tuberculosis BioA enzyme inhibitors, primary screen, biochemical, plate reader, single point, HTS | 7,8-diaminopelargonic acid synthase BioA (Mycobacterium tuberculosis) | purified M. tuberculosis BioA enzyme | hit rate 0.096% among 360,000 | AID 602481, 2012 | inhibition, % at 9.99 µM; in the data active = inhibition above about 40%
Mtb FBA inh: Mtb FBA enzyme inhibitors, primary screen, biochemical, fluorescence, strain H37Rv; Fructose-bisphosphate aldolase (Mycobacterium tuberculosis (strain ATCC 25618 / H37Rv)), …; purified M. tuberculosis FBA, fluorescence read-out; hit rate 2.3% among 360,000; AID 588726, 2011; inhibition, % at 1 µM; in the data active = inhibition above about 27%;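 also: 0% = vehicle and 100% = reference inhibitor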
Target sequence (P9WQA3 whole entry, looked up): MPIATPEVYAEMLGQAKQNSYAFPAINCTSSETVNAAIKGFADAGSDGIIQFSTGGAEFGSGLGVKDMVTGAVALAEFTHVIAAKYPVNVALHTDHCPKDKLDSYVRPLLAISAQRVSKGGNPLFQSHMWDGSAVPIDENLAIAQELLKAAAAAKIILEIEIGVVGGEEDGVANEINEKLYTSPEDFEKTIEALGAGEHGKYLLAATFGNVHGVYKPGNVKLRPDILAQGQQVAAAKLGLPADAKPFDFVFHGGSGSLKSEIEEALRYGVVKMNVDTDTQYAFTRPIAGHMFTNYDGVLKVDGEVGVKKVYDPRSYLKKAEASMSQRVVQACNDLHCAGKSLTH
UGM FP inh: M. tuberculosis UGM enzyme inhibitors, primary screen, biochemical, fluorescence polarization, single point; UDP-galactopyranose mutase (Mycobacterium tuberculosis (strain ATCC 25618 / H37Rv)), …; purified UGM, fluorescence polarization probe displacement; inhibition, % at 10 µM; hit rate 0.06% among 320,000; AID 504406, 2011; in the data active = inhibition above about 10%, passing the limit was not always enough
Target sequence (P9WIQ1 whole entry, looked up): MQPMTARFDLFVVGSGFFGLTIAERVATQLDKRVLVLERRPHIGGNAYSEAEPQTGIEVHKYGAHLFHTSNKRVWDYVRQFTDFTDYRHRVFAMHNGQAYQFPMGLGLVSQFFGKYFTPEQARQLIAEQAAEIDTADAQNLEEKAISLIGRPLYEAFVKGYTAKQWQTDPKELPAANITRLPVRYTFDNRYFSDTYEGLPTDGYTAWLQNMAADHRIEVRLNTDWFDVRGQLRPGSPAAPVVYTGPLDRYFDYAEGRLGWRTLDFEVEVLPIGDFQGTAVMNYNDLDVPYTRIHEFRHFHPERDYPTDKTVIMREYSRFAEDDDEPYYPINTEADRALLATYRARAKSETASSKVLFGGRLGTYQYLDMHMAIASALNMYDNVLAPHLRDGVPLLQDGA
Vc quorum ag: inducers of Vibrio cholerae quorum light production without autoinducers, primary screen, BH1578 luxS cqsA deficient, single point; hit rate 0.16% among 350,000; V. cholerae BH1578 lux reporter, luminescence, 6 h; activation, % at 18.7 µM; in the data active = activation mostly above about 9.7%, no sharp cut-off; also: not every result past the cut was called active; inactives centre near 0; reference of the scale not given here
TcdB GH inh: TcdB glycohydrolase inhibitors, primary screen, biochemical, single point, plate reader; hit rate 0.24% among 350,000; inhibition, % at 9.99 µM; TcdB glycohydrolase enzymatic assay; Toxin B (Clostridioides difficile), P18177; in the data active = inhibition above about 10%
PfHsp40 yeast: rescue of yeast from PfHsp40 toxicity, primary screen, S. cerevisiae, ATP luminescence. S. cerevisiae expressing PfHsp40, growth rescue. growth rescue, % at 12.5 µM. hit rate 0.68% among 340,000; in the data active = growth rescue above about 28%, passing the limit was not always enough;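 also: yeast W303a lacking pdr1 and pdr3 grown in galactose medium; growth measured after three days at 30 °C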
An asterisk follows results filed as active; i = inactive; . = not tested or not shown.

SMILES | FadD28 binding | Yp Topo-I inh | GDH-TPI inh | Mtb BioA inh | Mtb FBA inh | UGM FP inh | Vc quorum ag | TcdB GH inh | PfHsp40 yeast
COc1ccc(C)c(NC(=O)C2CC(=O)NC3=C2C(=O)CCC3)c1 (configuration not stated) | 0.4 | -2 | 0 | -1.1 | 1 | -0.9 | i | 1.6 | -0.7
O=C(OCCN1CCCCC1)c1ccccc1Cl | -0.8 | 0 | 3 | -1.6 | 3 | -0.9 | -0.2 | 7.5 | -1.3
Cc1c(N2C(=O)c3ccc4c5c(ccc(c35)C2=O)CC4)c(=O)n(-c2ccccc2)n1C | -1.6 | -11 | 7 | . | 10 | -0.2 | 12 | . | 0.6
Cc1ccc(-c2cc3c(n2-c2ccc(C(=O)O)cc2)CCCC3=O)cc1 | -3.4 | -2 | 0 | -0.3 | 2 | 1.2 | -0.4 | . | -0.1
Cc1ccc(S(=O)(=O)NN2C(=O)c3ccccc3NC2c2ccccn2)cc1 (configuration not stated) | -2.6 | 6 | 6 | . | 11 | 2.6 | -0.4 | -0.5 | -1.7
CN1C[C@H](CO)C=C2c3cccc4[nH]cc(c34)C[C@H]21 | 2.2 | -12 | 9 | -6.0 | 172* | 1.8 | -0.3 | 1.8 | -1.3
CCn1cc(C(=O)O)c(=O)c2cc(F)c(N3CCN(C(=S)Nc4ccccc4OC)CC3)cc21 | -2.4 | 5 | 10 | . | 8 | -2.3 | i | 2.1 | 1.1
COc1ncnc2c1ncn2CCCN(C)CCc1ccccn1 | -2.2 | -6 | 11 | -0.9 | 1 | . | -0.4 | 1.2 | .
O=C(CNc1ccc(F)cc1)N/N=C/C1CC=CCC1 (configuration not stated) | 1.2 | 6 | -1 | . | -4 | -0.9 | -0.1 | 0.0 | 6.4
C/C=C1/C[C@@H](C)[C@](O)(CO)C(=O)OCC2=CCN3CC[C@@H](OC1=O)[C@@H]23 | -2.9 | 1 | 0 | -1.4 | -1 | -0.4 | i | 0.7 | -0.4
COc1ccccc1C(=O)N/C(=C\c1ccccc1)C(=O)NCc1ccco1 | -3.1 | 8 | -13 | -0.2 | -3 | 1.5 | -0.2 | 0.0 | 1.2
COc1ccc(C(=O)Cn2nnc(-c3ccccc3-n3cnnn3)n2)cc1 | -0.1 | 5 | 8 | -0.4 | -2 | 0.4 | i | 1.0 | -1.2
Cc1ccccc1OCc1nc(-c2cccnc2)no1 | -1.1 | 10 | -4 | . | -1 | -3.7 | -0.2 | 0.4 | -1.0
CC1CCCCC1NC(=O)CN1C(=O)c2ccccc2S1(=O)=O (configuration not stated) | -2.3 | 8 | 0 | -2.4 | 0 | -3.5 | i | 0.6 | -0.3
CC1CCCC(C)N1C(=O)CSc1nnc(COc2ccc(F)cc2)o1 (configuration not stated) | . | 21 | 1 | -0.3 | -1 | 2.7 | -0.3 | -1.0 | 0.5
O=C(N/C=N/O)C1=NOC(CNc2ncc(C(F)(F)F)cc2Cl)C1 (configuration not stated) | -2.6 | 6 | 2 | -0.1 | 3 | -0.2 | i | . | 2.3
O=C(COc1ccc2c(c1)oc(=O)c1ccccc12)NC(Cc1ccc(Cl)cc1)C(=O)O (configuration not stated) | -11 | 23 | 13 | 1.4 | 74* | -1.4 | -0.3 | 1.1 | 0.8
CCN(CC)CC(=O)Nc1sc2c(c1C(=O)c1ccccc1C)CCC2 | -1.4 | 0 | 10 | -2.4 | -4 | -2.6 | -0.3 | -0.4 | 0.9
COc1ccc(C(=O)NCCCn2nc(C)cc2C)cc1S(=O)(=O)N1CCOCC1 | -3.7 | 2 | 1 | -1.0 | 0 | . | i | 1.4 | -0.9
CCS(=O)(=O)N1CCCC(C(=O)NCCN2CCC(Cc3ccccc3)CC2)C1 (configuration not stated) | -3.1 | -7 | 3 | -1.8 | -7 | 0.6 | -0.6 | . | -0.7
CN1CCN(C(=O)c2cccc(COc3cc(Cl)ccc3Cl)c2)CC1 | -1.3 | 23 | -5 | . | 0 | 2.9 | i | . | 0.1
FC(F)(F)c1cnc(C(c2ccccc2)c2ncn[nH]2)c(Cl)c1 (configuration not stated) | -1.6 | 5 | 6 | 0.8 | 3 | 1.3 | -0.3 | 1.2 | 1.6
CCOC(=O)C1CCN(C(=O)C2CCN(C(=O)c3ccc([N+](=O)[O-])cc3)CC2)CC1 | -3.7 | -4 | 1 | -4.7 | -3 | -1.8 | i | . | -0.3
Cn1c(-c2ccc(Cl)nc2)nc2cc(Cl)ccc21 | -2.6 | -5 | -6 | 1.4 | 18 | 1.5 | -0.4 | 1.9 | -0.6
Cn1cnc(S(=O)(=O)N2CCN(c3ccc(F)cc3)CC2)c1 | -0.9 | 3 | 0 | -0.6 | 2 | 1.1 | 0.6 | 0.8 | .

A draw from above in order of molar mass, ascending:
SMILES | FadD28 binding | Yp Topo-I inh | GDH-TPI inh | Mtb BioA inh | Mtb FBA inh | UGM FP inh | Vc quorum ag | TcdB GH inh | PfHsp40 yeast
Cc1ccccc1OCc1nc(-c2cccnc2)no1 | -1.1 | 10 | -4 | . | -1 | -3.7 | -0.2 | 0.4 | -1.0
Cn1cnc(S(=O)(=O)N2CCN(c3ccc(F)cc3)CC2)c1 | -0.9 | 3 | 0 | -0.6 | 2 | 1.1 | 0.6 | 0.8 | .
COc1ncnc2c1ncn2CCCN(C)CCc1ccccn1 | -2.2 | -6 | 11 | -0.9 | 1 | . | -0.4 | 1.2 | .
FC(F)(F)c1cnc(C(c2ccccc2)c2ncn[nH]2)c(Cl)c1 (configuration not stated) | -1.6 | 5 | 6 | 0.8 | 3 | 1.3 | -0.3 | 1.2 | 1.6
CCN(CC)CC(=O)Nc1sc2c(c1C(=O)c1ccccc1C)CCC2 | -1.4 | 0 | 10 | -2.4 | -4 | -2.6 | -0.3 | -0.4 | 0.9
Cc1c(N2C(=O)c3ccc4c5c(ccc(c35)C2=O)CC4)c(=O)n(-c2ccccc2)n1C | -1.6 | -11 | 7 | . | 10 | -0.2 | 12 | . | 0.6
CCS(=O)(=O)N1CCCC(C(=O)NCCN2CCC(Cc3ccccc3)CC2)C1 (configuration not stated) | -3.1 | -7 | 3 | -1.8 | -7 | 0.6 | -0.6 | . | -0.7
O=C(COc1ccc2c(c1)oc(=O)c1ccccc12)NC(Cc1ccc(Cl)cc1)C(=O)O (configuration not stated) | -11 | 23 | 13 | 1.4 | 74* | -1.4 | -0.3 | 1.1 | 0.8
CCn1cc(C(=O)O)c(=O)c2cc(F)c(N3CCN(C(=S)Nc4ccccc4OC)CC3)cc21 | -2.4 | 5 | 10 | . | 8 | -2.3 | i | 2.1 | 1.1

Further records
SMILES | FadD28 binding | Yp Topo-I inh | GDH-TPI inh | Mtb BioA inh | Mtb FBA inh | UGM FP inh | Vc quorum ag | TcdB GH inh | PfHsp40 yeast
COc1ccccc1NC(=S)NCc1ccco1 | 0.1 | -5 | 2 | -1.9 | -1 | 3.2 | -0.4 | . | -0.4
CCn1c2ccccc2c2nnc(SCC(=O)Nc3c(C)n(C)n(-c4ccccc4)c3=O)nc21 | -1.3 | -8 | 17 | 0.2 | -3 | 5.1 | i | . | 0.9
COC(=O)CCC(NS(=O)(=O)OCC(Cl)(Cl)Cl)c1ccccc1 (configuration not stated) | -2.3 | 4 | 3 | -2.9 | 0 | 1.4 | 5.0 | 1.0 | 0.4
O=C(Nc1ccccc1Cl)c1cc(C2CCCN(C(=O)OCCF)C2)on1 (configuration not stated) | -2.8 | 27 | 4 | -1.0 | -2 | . | i | 3.7 | .
COC(=O)c1ccccc1OCCOCCOc1cccc2cccnc12 | -2.6 | 13 | -1 | . | 2 | 6.1 | -0.2 | 0.6 | -0.9
CCCc1[nH]nc2c1C(c1ccc(O)c(OC)c1)C(C#N)=C(N)O2 (configuration not stated) | -4.7 | -6 | -9 | . | 0 | 1.3 | -0.1 | . | 0.3
Cc1ccc(S(=O)(=O)c2c(C)nn(-c3ccccc3)c2OC(=O)c2ccc(Br)o2)cc1 | 0.1 | 2 | 10 | . | -3 | -0.7 | -3.4 | . | 0.6
CN(C)S(=O)(=O)c1cccc(NC(=O)CN2C(=O)NC3(CCc4ccccc4C3)C2=O)c1 (configuration not stated) | -1.1 | 8 | 5 | 1.4 | 0 | 0.0 | -5.6 | 1.4 | 0.8
CC(=O)NNc1nc(-c2ccc(NC(C)=O)cc2)cs1 | 0.0 | -2 | 3 | . | -4 | 0.7 | -0.1 | 2.3 | -0.2
CCOC(=O)C1CCN(c2cc(=O)n(Cc3ccc(F)cc3)c(=O)[nH]2)CC1 | 0.7 | 7 | -4 | 0.0 | 4 | 0.9 | i | 2.6 | -1.8
CS(=O)(=O)c1cccc(S(=O)(=O)N2CCCCCC2)c1 | -0.4 | 8 | -3 | 0.5 | -1 | 2.8 | i | 1.3 | -0.9
CCN(CC(=O)NCc1ccc(Cl)cc1)C(=O)CCOc1ccccc1C | -3.9 | -8 | 0 | 2.5 | 4 | 0.0 | i | -5.7 | -0.1
COc1ccc(N2CCN(S(=O)(=O)c3ccc4c(c3)OCCO4)CC2)cc1 | -0.1 | -12 | -3 | . | 0 | 0.3 | -0.2 | 1.2 | -0.2
COC(=O)C1C(=O)C2=C(CC1C)NC(C)=C(C(=O)OCc1ccc(OC)cc1)C2c1ccc(C)o1 (configuration not stated) | -3.0 | -3 | 8 | -0.9 | 3 | 0.1 | 3.0 | . | 0.6
Clc1ccc(OCCOCCOc2cccc3cccnc23)c(Br)c1 | -1.3 | -5 | -1 | . | 2 | 2.1 | i | 0.2 | 8.3
CCc1ccc(NC(=O)Cn2nnc(C(=O)NCc3ccc(OC)cc3)c2N)cc1 | -1.1 | -11 | 6 | -3.0 | 1 | -3.1 | i | 0.1 | -1.2
COc1ccc(CNC(=O)CCC2N=C3c4ccccc4N=C(SCC(=O)NCC4CCCO4)N3C2=O)cc1 (configuration not stated) | -0.8 | 2 | 18 | -3.1 | 6 | 1.8 | 0.9 | 0.7 | 0.5
CC1=C(C#N)C(c2ccc(O)cc2)C2=C(CCCC2=O)N1 (configuration not stated) | 0.7 | 10 | 4 | 8.1 | 14 | -2.2 | -0.4 | 1.2 | -1.4
Cc1ccc(-c2csc3ncnc(SCC(=O)O)c23)cc1 | -0.2 | 8 | 0 | 7.3 | -4 | 1.9 | -0.4 | 0.8 | 1.4
Cc1ccc(S(=O)(=O)CC(=O)c2cc(C)c(OC(=O)N(C)C)c(C)c2)cc1 | -0.6 | 11 | 3 | . | 0 | 2.8 | -0.7 | 1.1 | .
CC1Cc2ccccc2N1C(=O)COC(=O)c1ccccc1NCCO (configuration not stated) | -0.1 | -8 | 16 | -1.8 | 109* | 2.4 | -2.3 | 0.6 | -0.1
COC(=O)Nc1ccc(C)c(NC(=O)OC)c1 | -2.0 | -5 | -1 | -0.7 | -4 | -1.2 | 1.8 | 1.1 | 0.6
C[C@H](CCC(=O)NCC(=O)O)[C@H]1CC[C@H]2C3[C@H](O)C[C@@H]4C[C@H](O)CC[C@]4(C)[C@H]3C[C@H](O)[C@]12C (some centres not stated) | 1.1 | 17 | 6 | -0.9 | -1 | -2.5 | i | 2.1 | 2.8
Cc1cc(Br)ccc1OCC(=O)NNC(=O)c1ccc(NC(=O)C2CC2)cc1 | -0.7 | 7 | 7 | -3.1 | 0 | 1.6 | i | 2.9 | -0.6
O=C(NC1CCCCCCC1O)c1ccccc1 (configuration not stated) | -1.9 | -5 | 3 | . | 2 | . | . | 1.2 | 2.0
CC(C)=CC(=O)OCc1csc(CC(=O)Nc2ccccc2C)n1 | 0.1 | 0 | 5 | -2.8 | 4 | 1.5 | i | 4.8 | 0.0
CCc1nc2c(OCC(N)=O)cccn2c1N(C)C(=O)C(C)C | -2.0 | -2 | 10 | -0.5 | -2 | . | -3.0 | 1.1 | .
O=C(Cc1csc(N2CCOCC2)n1)N/N=C/c1ccc(Cl)cc1Cl | -1.3 | 24 | 0 | -1.8 | -2 | 0.6 | -0.7 | . | 0.8

Source: PubChem BioAssay
